ANO1 activ – mouse TMEM16A channel activation, primary screen; Q8BHY3; HEK293 TMEM16A/YFP-H148Q/I152L, iodide quench fluorescence; stronger effect = lower value; B-score at 10 µM; 340,000 compounds, 0.3% hits; AID 623877;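 active = fluorescence-ratio B-score plate-corrected deviation score at least 3 library SD below zero, with starting fluorescence score within 5 deviations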;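 also: channel opened by trigger with iodide after compound preincubation; score built on the fluorescence ratio of max minus min over baseline; more negative score means more quench and so TMEM16A activation or potentiation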
TRPC6 inh – blocks the mouse TRPC6 cation channel; Q61143; HEK293-TRPC6, membrane potential dye, ACh-evoked depolarization; stronger effect = lower value; B-score at 10 µM; AID 2553; 310,000 compounds, 1.1% hits;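 active = B-score under library mean minus 3 SD, initial fluorescence not abnormally high, positive integrated signal ratio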;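 also: B-score derived from integrated fluorescence ratio over the kinetic read; more negative B-score means stronger inhibition of depolarization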
TRPC4 PAM – allosteric potentiators of mouse TRPC4 channel; Q9QUQ5; HEK293 TRPC4beta/mu-opioid, DAMGO EC20, Fluo-4 Ca2+ flux; stronger effect = higher value; B-score at 10 µM; 310,000 compounds, 0.42% hits;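 active = B-score of calcium response area above 5 SD of library B-scores, with initial fluorescence ratio within 5 SD of library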;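 also: B-score of integrated fluorescence ratio over time as area under calcium response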
MrgX1 antagonist – blocks BAM8-22 activation of human MrgX1 receptor; Q96LB2; MRGX1-HEK293 calcium flux, Fluo-4, BAM8-22 antagonism; stronger effect = lower value; B-score at 10 µM; 310,000 compounds, 1.3% hits;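 active = calcium-response B-score plate-corrected more than 3 library SD below zero, starting fluorescence within 5 deviations, no agonist response on first addition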;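 also: peak minus trough fluorescence over baseline after final BAM8-22 challenge near maximal dose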
Target sequence (Q96LB2 whole entry, looked up): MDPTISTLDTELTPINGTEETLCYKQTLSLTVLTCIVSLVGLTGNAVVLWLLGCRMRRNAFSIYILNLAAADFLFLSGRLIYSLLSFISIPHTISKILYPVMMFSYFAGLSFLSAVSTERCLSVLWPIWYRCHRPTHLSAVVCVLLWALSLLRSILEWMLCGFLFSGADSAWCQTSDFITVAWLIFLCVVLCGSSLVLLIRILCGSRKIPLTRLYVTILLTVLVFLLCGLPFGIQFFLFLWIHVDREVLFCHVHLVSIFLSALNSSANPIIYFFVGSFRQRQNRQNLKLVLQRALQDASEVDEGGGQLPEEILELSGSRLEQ
TRPC4 inh – inhibitors of mouse TRPC4 channel; 300,000 compounds, 0.39% hits; B-score at 10 µM; HEK293 TRPC4beta/mu-opioid, DAMGO-evoked Fluo4 calcium flux; stronger effect = lower value; AID 2247; Q9QUQ5;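 active = B-score over 3 SD under the library average, no early fluorescence shift, positive overall ratio signal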
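Assay system: HEK293 cells with stable TRPC4beta plus mu-opioid receptor expression; Probe or stimulus: DAMGO in two steps, submaximal then maximal; Dosing: single-point compound dosing; Measured by: Fluo4 calcium-dye fluorescence, kinetic read; Read-out basis: B score from integrated Fluo4 fluorescence ratio.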
TMEM16A inh – inhibitors of mouse TMEM16A calcium-activated chloride channel; AID 588511; Q8BHY3; 310,000 compounds, 1.2% hits; HEK293 TMEM16A/YFP iodide influx fluorescence, ionomycin; normalized B-score (activity score, 25-100; higher = stronger inhibition) at 10 µM;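 active = ratio plate-corrected score three or more library SD toward inhibition, starting fluorescence score within five deviations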;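 also: score derived from kinetic fluorescence span divided by baseline fluorescence per well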
MrgX1 PAM – allosterically activates human MrgX1 receptor signaling; Q96LB2; MrgX1-HEK293, Fluo-4 calcium flux, FDSS; stronger effect = higher value; B-score at 10 µM; 310,000 compounds, 0.63% hits;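 active = plate-corrected calcium response at least 3 library SD above typical, normal starting fluorescence, not activating the receptor alone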;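 also: compound read alongside a low EC10 to EC30 dose of BAM8-22 agonist; peak minus trough fluorescence over baseline measured at the second addition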
SKKanGAS inh – SKKanGAS growth inhibition. S. pyogenes SKKanGAS, kanamycin growth, BacTiter-Glo, 6 h. inhibition, % at 7.5 µM. 300,000 compounds, 1.3% hits. AID 1662;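 active = mean replicate score, as percent of positive control median, at least 50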;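 also: strain carries kanamycin resistance gene driven by streptokinase promoter and grows in 40 µg/ml kanamycin; loss of luminescence reflects streptokinase promoter inhibition or plain growth inhibition; 0% = median of DMSO wells and 100% = positive control at its reference dose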
TRPC6 activator – mouse TRPC6 channel activation; HEK293-TRPC6 membrane potential dye fluorescence; stronger effect = higher value; AID 2550; 310,000 compounds, 0.13% hits; B-score at 10 µM; Q61143;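 active = B-score of the integrated fluorescence ratio above library mean plus 3 SD, and starting fluorescence ratio within library mean plus 5 SD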;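 also: higher score means more depolarization so channel activation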
TRPC4 agonist – opens the mouse TRPC4 cation channel; Q9QUQ5; HEK293 TRPC4beta/mu-opioid, Fluo4 calcium fluorescence; stronger effect = higher value; B-score at 10 µM; 310,000 compounds, 0.49% hits;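 active = B-score above 5 SD of library B-scores, and initial fluorescence ratio not above library mean plus 5 SD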;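 also: positive B-score marks a calcium rise read as TRPC4 activation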
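Incubation: 45 min room-temperature Fluo4 loading, 110 s read / System: HEK293 cells stably co-expressing mouse TRPC4beta and mu-opioid receptor / Signal: Fluo4 fluorescence, kinetic / Control set: buffer (low) and maximal DAMGO (high) / Measure: integrated baseline-normalised fluorescence ratio, converted to per-well B score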
MrgX1 agonist – human MrgX1 receptor agonism, primary screen; Q96LB2; MrgX1-HEK293 cells, Fluo-4 calcium fluorescence, agonist mode; stronger effect = higher value; B-score at 10 µM; 310,000 compounds, 0.44% hits; AID 588627;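 active = calcium response B-score plate-corrected fluorescence ratio at least 3 library SD, with starting fluorescence B-score inside 5 SD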
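Material: MrgX1-expressing HEK293 cells; input: 15,000 cells per well; doses: test compound given as first of three sequential additions; schedule: overnight plating before 1 h dye loading; technique: Fluo-4 NW calcium-flux fluorescence, kinetic read; evaluation: baseline-normalised fluorescence change ratio, B-scored; control set: plate-wise positive and negative controls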
Starred values were filed as active, the others as inactive; i = inactive; . = no result given.

mol | ANO1 activ | TRPC6 inh | TRPC4 PAM | MrgX1 antagonist | TRPC4 inh | TMEM16A inh | MrgX1 PAM | SKKanGAS inh | TRPC6 activator | TRPC4 agonist | MrgX1 agonist
Cc1cc[n+](CC(=O)Nc2nc3ccccc3s2)cc1 | i | i | i | i | i | i | i | -3.2 | i | i | i
O=C1Nc2ccccc2/C1=N\c1sc2c(c1C(=O)Nc1ccccc1)CCCC2 | i | i | i | i | i | i | i | 4.3 | i | i | i
CC(Cc1c[nH]c2ccccc12)NC(=O)C1CCCNC1=O (stereo not given) | i | i | i | i | i | i | i | -7.5 | i | i | i
O=C(c1ccc(OC2CCN(Cc3ccccc3C(F)(F)F)CC2)cc1)N1CCCCC1 | i | i | i | i | i | i | i | 8.9 | i | i | i
CCN(CC)C(=O)CSc1nc2c(sc(=S)n2-c2ccccc2OC)c(=O)n1-c1ccccc1 | . | i | i | i | i | i | i | -0.4 | i | i | i
CN(CC(=O)Nc1ccccc1Cl)C(=O)COC(=O)/C=C/c1ccccc1 | i | i | i | i | i | i | i | -4.9 | i | i | i
O=C(Nc1c(F)cc(F)cc1Br)c1cc(-c2ccco2)on1 | i | i | i | i | i | i | i | 2.4 | i | i | i
S=C(Nc1ccc(Oc2ccccc2)cc1)Nc1cccnc1 | i | i | i | i | i | i | i | -6.9 | i | i | i
COc1ccc(C(CNC(=O)c2cc(F)c(F)c(F)c2F)N2CCOCC2)cc1 (stereo not given) | i | i | i | i | i | i | i | -0.8 | i | i | i
COc1cc([N+](=O)[O-])ccc1NC(=S)N1CCOCC1 | i | i | i | i | i | i | i | -4.8 | i | i | i
Cc1cc(Cl)c(S(=O)(=O)NC2CCCC2)cc1OCC(N)=O | i | i | i | i | i | i | i | -7.4 | i | i | i
C=CCSc1nn2c(=O)c3ccccc3nc2s1 | i | i | i | i | i | i | i | 10.1 | i | i | i
Cc1ccc(CNC(=O)Nc2cccs2)cc1 | i | i | i | i | i | i | i | 4.5 | i | i | i
Cc1cc(C)n(CC(=O)N2CCCC(N3CCN(c4cccc(C(F)(F)F)c4)CC3)C2)n1 (stereo not given) | i | i | i | i | i | i | i | 4.3 | i | i | i
CCNc1nc(SCCOc2ccc(Cl)cc2Cl)nc(N(C)C)n1 | i | i | i | . | i | . | . | 9.8 | i | i | .
Cc1nn(-c2ccccc2)c(Cl)c1/C=N\NC(=O)c1cnccn1 | i | i | i | i | i | i | i | -6.7 | i | i | i
CCn1c(SCc2nc(CC(=O)Nc3ccccc3OC)no2)nnc1-c1cccs1 | i | i | i | i | i | i | i | -8.9 | i | i | i
Cc1nc2cc(NS(=O)(=O)c3ccccc3)ccc2n1C | i | i | i | i | i | i | i | 2.0 | i | i | i
COc1ccc(OC2C(=O)N(c3ccc(C)c(C)c3)C2c2ccc(OC)c(OC)c2)cc1 (stereo not given) | i | i | i | i | i | i | i | 5.1 | i | i | i
O=C(CN(Cc1ccccc1Cl)C(=O)c1csnn1)NCc1ccc(F)cc1 | i | i | i | i | i | i | i | -1.8 | i | i | i
Cc1cc(-c2ccco2)n(-c2ccccc2)n1 | i | i | i | i | i | i | i | -19.8 | i | i | i
CC1(C)Cc2c(c(-c3ccccc3)[nH]c(=O)c2C#N)CS1 | i | i | i | i | i | i | i | 4.8 | i | i | i
COCCn1c(SCc2cnc(-c3ccccc3)s2)nnc1-c1ccncc1 | i | i | i | i | i | i | i | 4.4 | i | i | i
CN(C(=O)C(Cl)Cl)c1ccc(OC(=O)c2ccco2)cc1 | i | i | i | i | i | i | i | -0.1 | i | i | i
CC(C)C(=O)N1CCN(c2ccccc2NC(=S)NC(=O)c2ccco2)CC1 | i | i | i | i | i | i | i | 6.9 | i | i | i
O=[N+]([O-])c1ccc(N2CCOCC2)cc1NCCCO | i | i | i | i | i | i | i | -0.1 | i | i | i
CCOc1cc(C(=S)N2CCOCC2)ccc1OC(=O)c1ccc(C)cc1 | i | i | i | i | i | 25* | i | -0.8 | i | i | i
C/C(=N\NC(=O)c1ccccc1O)C1CC1 | i | i | i | i | i | i | i | -0.3 | i | i | i
COc1cccc(Nc2ncnc3sc(C)cc23)c1 | i | i | i | i | i | i | i | -12.6 | i | i | i
O=C(Nc1cccc(S(=O)(=O)N2CCOCC2)c1)c1cc([N+](=O)[O-])ccc1N1CCOCC1 | i | i | i | i | i | i | i | 0.2 | i | i | i
Cc1onc(-c2c(Cl)cccc2Cl)c1C(=O)c1c[nH]c(C(=O)NC2CC2)c1 | i | i | i | i | i | i | i | 1.7 | i | i | i
CSC1=NC2(CCCCC2)CC12C=CC(=O)C=C2 | i | i | i | i | i | i | i | -20.0 | i | i | i
Cc1ccc(Cl)cc1NC(=O)CN1CCOCC1 | i | i | i | i | i | i | i | 1.9 | i | i | i
CC1CC2(CCCCC2)Nc2ccc3ccccc3c21 (stereo not given) | i | i | i | i | i | i | i | 4.8 | i | i | i
CC(C)NC(=O)CSc1nnc(COc2ccccc2Cl)o1 | i | i | i | i | i | i | i | -8.9 | i | i | i
Cc1occc1-c1nnc(SCC(=O)c2ccc(Cl)cc2)n1CC1CCCO1 (stereo not given) | i | i | i | i | i | i | i | -5.1 | i | i | i
CCC(CC)C(=O)Nc1nnc(S(=O)(=O)N2CCCc3ccccc32)s1 | i | i | i | i | i | i | i | 10.3 | i | i | i
N#Cc1cccc(S(=O)(=O)N2CCN(c3ccnc4cc(Cl)ccc34)CC2)c1 | i | i | i | i | i | i | i | 0.8 | i | i | i
Cc1ccc(CNCC(O)(c2ccc(F)cc2)c2ccc(F)cc2)cc1 | i | i | i | i | i | i | i | -4.6 | i | i | i
COc1ccc(C2(O)CN(c3ccc(C)cc3)C3=[N+]2CCCC3)cc1 (stereo not given) | i | i | i | i | i | i | i | -1.2 | i | i | i
O=C(COC(=O)c1cccc(S(=O)(=O)N2CCN(c3ccccc3)CC2)c1)NCc1ccco1 | i | i | i | i | i | i | i | 0.0 | i | i | i
c1ccc(-c2cnc(CSc3nnc4ccccn34)o2)cc1 | i | i | i | i | i | i | i | -4.5 | i | i | i
COc1cc(C2Nc3cc(Cl)c(S(N)(=O)=O)cc3S(=O)(=O)N2)cc(OC)c1OC (stereo not given) | i | i | i | i | i | i | i | 14.7 | i | i | i
O=C(COC(=O)c1cccc([N+](=O)[O-])c1)NCc1cccs1 | i | i | i | i | . | i | i | -4.4 | i | i | i
Cc1ccccc1C(=O)N1CCN(S(=O)(=O)c2ccccc2)CC1 | i | i | i | i | i | i | i | -5.4 | i | i | i
COc1cccc(NC(=O)c2cccc(S(=O)(=O)N3CCN(Cc4ccccc4)CC3)c2)c1 | i | i | i | i | i | i | i | 7.5 | i | i | i
COc1cc(-c2cc(C(=O)N(C)Cc3ccccc3)c3ccccc3n2)cc(OC)c1OC | i | i | i | i | i | i | i | 12.3 | i | i | i
Cn1ncc([N+](=O)[O-])c1C(=O)NCc1ccccc1 | i | i | i | i | i | i | i | -0.7 | i | i | i
CC(=O)c1ccc(-c2ccc(C(=O)NCC3CCCO3)o2)cc1 (stereo not given) | i | i | i | i | i | i | i | . | i | i | i
O=C(Cc1ccc(F)cc1)NCCc1ccccc1 | i | i | i | i | i | i | i | 2.7 | i | i | i
Cc1ccc(C(CCN(Cc2ccccc2)C(=O)c2ccco2)c2ccco2)cc1 (stereo not given) | i | i | i | i | i | i | i | 14.0 | i | i | i
CCOC(=O)N1CCN(C(=O)/C(=C/c2ccc(Br)cc2)NC(=O)c2ccc(OC)cc2)CC1 | i | i | i | i | i | i | i | 5.1 | i | i | i
CCOC(=O)c1sc(NC(=O)CC(C)c2ccccc2)nc1C (stereo not given) | i | i | i | i | i | i | i | 6.0 | i | i | i
CC1CCCN(CCCOc2ccc(Cl)cc2Br)C1 (stereo not given) | i | i | i | i | i | i | i | 0.3 | i | i | i
COc1ccc(Cl)cc1NC(=S)N1CCN(c2ccccn2)CC1 | i | i | i | i | i | i | i | -16.1 | i | i | i
O=C(NCC(=O)N(Cc1ccco1)C(C(=O)NC1CCCCC1)c1cccnc1)c1ccco1 (stereo not given) | i | i | i | i | i | i | i | 0.3 | i | i | i
COc1cccc(CNS(=O)(=O)c2c(C)[nH]c(C)c2C(=O)N2CCCC2)c1 | i | i | i | i | i | i | i | -1.4 | i | i | i
CCN(CC)CCNC(=O)C(=O)Nc1cc2c3c(c1)CCC(=O)N3CCC2 | i | i | i | i | i | i | i | 0.2 | i | i | i
CCOC(=O)C(Cc1ccc(NC(=O)/C(=C/c2ccc(OC(C)=O)cc2)NC(C)=O)cc1)N1C(=O)c2ccccc2C1=O (stereo not given) | i | i | i | i | i | i | i | -4.0 | i | i | i
Cc1cccc(NC(=S)NNC(=O)c2csc(C)c2)c1 | i | i | i | i | i | i | i | 1.6 | i | i | i

Continuation:
mol | ANO1 activ | TRPC6 inh | TRPC4 PAM | MrgX1 antagonist | TRPC4 inh | TMEM16A inh | MrgX1 PAM | SKKanGAS inh | TRPC6 activator | TRPC4 agonist | MrgX1 agonist
CCn1c(SCC(=O)Nc2ccccc2F)nnc1-c1ccoc1C | i | i | i | i | i | i | i | 1.3 | i | i | i
O=C(Cc1ccc(Cl)cc1)N1CCOCC1 | i | i | i | i | i | i | i | 0.5 | i | i | i
Cc1cc(C)c(Cn2c3ccccc3c3cnn(CC(=O)NCCN4CCOCC4)c(=O)c32)c(C)c1 | i | i | i | i | i | i | i | -1.6 | i | i | i
Cc1csc(NC(=O)C2COc3ccccc3O2)n1 (stereo not given) | i | i | i | i | i | i | i | -0.6 | i | i | i
Cc1cc(C(=O)COC(=O)c2cccn2C)c(C)n1Cc1ccco1 | i | i | i | i | i | i | i | -7.8 | i | i | i
COc1cccc(C(C(=O)NC2CCCCC2)N(Cc2ccco2)C(=O)c2ccccn2)c1 (stereo not given) | i | i | i | i | i | i | i | -0.2 | i | i | i
